# Source: PubChem BioAssay
# PTAP-TSG101 blk – qHTS Validation Assay for Inhibitors of HIV-1 Budding by Blocking the Interaction of PTAP/TSG101: Sytravon Library Screen; Tumor susceptibility gene 101 protein (Homo sapiens), Q99816; Fluorescence polarization, FITC-PTAP peptide/Tsg101, 20 min; Potency, µM (titrated, usually from 115 µM), for inactives: at the highest dose activity change, negative = inhibition, most hits filed as inhibitors; 44,000 tested, under 10 active; note: potency is the fitted concentration of half-maximal effect; 0% is about no effect
#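 FITC-labeled PTAP peptide (50 nM final) binding to Tsg101 binding domain (10 uM final) read by fluorescence polarization after 20 min at r.t. in HEPES pH 7.5 buffer. Actives by CRC class, <25 µM.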
# FH mod – Identification of activators of human fumarate hydratase by quantitative high-throughput screening. FH coupled MDH/diaphorase resazurin fluorescence, 15 min. Potency, µM (titrated, usually from 79.9 µM), for inactives: at the top dose activity change, negative = inhibition, most hits filed as inhibitors. actives 0.22% (n = 54,000); note: potency is the fitted concentration of half-maximal effect; % is set by controls: 0 for no effect and ±100 for the full control effect; the screen sought activators but most active calls are inhibition curves; nearly all actives have a fitted effect of over 45% in size
# Target sequence (P07954 whole entry, looked up): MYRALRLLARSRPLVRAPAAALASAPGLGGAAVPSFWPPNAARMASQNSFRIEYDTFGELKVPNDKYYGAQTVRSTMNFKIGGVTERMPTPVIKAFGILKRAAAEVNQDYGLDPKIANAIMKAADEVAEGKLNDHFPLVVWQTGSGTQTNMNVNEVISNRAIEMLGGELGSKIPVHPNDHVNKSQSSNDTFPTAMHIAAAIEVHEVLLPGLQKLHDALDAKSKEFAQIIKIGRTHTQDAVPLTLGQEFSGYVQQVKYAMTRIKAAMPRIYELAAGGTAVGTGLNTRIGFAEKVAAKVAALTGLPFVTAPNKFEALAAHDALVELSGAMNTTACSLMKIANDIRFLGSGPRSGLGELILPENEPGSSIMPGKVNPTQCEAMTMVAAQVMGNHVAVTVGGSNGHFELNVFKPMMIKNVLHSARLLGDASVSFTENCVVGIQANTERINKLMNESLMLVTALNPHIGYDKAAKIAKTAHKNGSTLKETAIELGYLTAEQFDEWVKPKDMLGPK
# GALK inhibitor – qHTS Assay for Inhibitors of Human Galactokinase (GALK): NCGC Sytravon Library Screen; P51570; recombinant GALK, Kinase-Glo ATP luminescence, 1 h; Potency, µM (titrated, usually from 57.5 µM), for the others: top-dose activity, negative = inhibition, actives largely listed as inhibitors; 44,000 tested, under 10 active;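 note: plate controls were full GALK reaction for no effect and reaction lacking GALK for full effect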
#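 Human GALK (5 nM) was incubated with 35 uM ATP and 100 uM galactose in 20 mM HEPES pH 8.0 with MgCl2, NaCl, DTT and BSA for 1 h at room temperature. Remaining ATP was measured by Kinase-Glo Plus luminescence.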
# p53null 32C kill – qHTS Screen for Compounds that Selectively Target Cancer Cells with p53 Mutations: Cytotoxicity of p53 Null Cells at the Permissive Temperature. H1299-neo p53 null cells, ATP luminescence, 24 h, 32C. Potency, µM (doses to about 46.1 µM), for inactives: at the top dose activity change, negative = cytotoxicity, usual class: cytotoxic. actives 0.62% (n = 55,000);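 note: potency is the fitted concentration of half-maximal effect; 0% = DMSO only and -100% = full killing by 100 µM tamoxifen; nearly all actives have a fitted effect of over 55% in size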
#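 Luminescent ATP readout gave cell viability of p53-null H1299-neo cells after a 24 h compound exposure at the permissive 32C. Titrations ran up to 46 uM, and AC50s were fitted with the standard Hill equation.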
# NTMT1 inh – Primary qHTS for Inhibitors of N-terminal methyltransferase 1 (NTMT1): MTaseGlo Assay; AID 1645870, 2021; actives 2.5% (n = 59,000); Potency, µM (doses to about 114 µM), for inactives: at the top dose activity change, negative = inhibition, most hits filed as inhibitors; N-terminal Xaa-Pro-Lys N-methyltransferase 1 (Homo sapiens), Q9BV86; NTMT1 MTase-Glo SAH luminescence, purified enzyme;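 note: potency is the fitted concentration of half-maximal effect; plate controls were DMSO vehicle for no effect and no enzyme for full effect; nearly all actives have a fitted effect of over 65% in size; many of its hits are not listed in these tables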
# B2AR arrestin ag – qHTS assay of beta-arrestin-biased ligands of beta2-adrenergic receptor: NCGC Sytravon Library Screen. Beta-2 adrenergic receptor (Homo sapiens), P07550. HTLA Tango cells, beta-arrestin recruitment, luciferase luminescence, 18 h. Potency, µM (series often up to 46.1 µM), for the others: top-dose activation, most hits filed as activators. 44,000 tested, under 10 active. AID 1347077, 2019;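 note: potency is the fitted concentration of half-maximal effect; 0% = DMSO and full agonism = EC100 isoproterenol or metaproterenol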
# Target sequence (P07550 whole entry, looked up): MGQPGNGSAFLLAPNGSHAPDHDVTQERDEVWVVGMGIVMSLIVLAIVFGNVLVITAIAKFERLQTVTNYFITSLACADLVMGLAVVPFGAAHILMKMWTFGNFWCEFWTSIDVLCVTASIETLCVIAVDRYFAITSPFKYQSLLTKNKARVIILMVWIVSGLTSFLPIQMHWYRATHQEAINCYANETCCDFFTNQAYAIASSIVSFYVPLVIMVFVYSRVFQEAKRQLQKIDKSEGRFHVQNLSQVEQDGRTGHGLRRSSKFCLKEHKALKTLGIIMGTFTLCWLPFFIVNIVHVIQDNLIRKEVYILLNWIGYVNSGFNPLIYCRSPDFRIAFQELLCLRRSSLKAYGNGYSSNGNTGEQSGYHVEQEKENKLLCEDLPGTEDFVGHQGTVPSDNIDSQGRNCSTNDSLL
#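 First, Tango cells carrying beta2-AR and beta-arrestin fusions received compound up to 46 microM. After 18 hr at 37 degrees C, luciferase substrate was added for 15 minutes, then luminescence gave %Activity for curve fitting.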
# p53null 39C kill – qHTS Screen for Compounds that Selectively Target Cancer Cells with p53 Mutations: Cytotoxicity of p53 Null Cells at the Nonpermissive Temperature; H1299 p53-null (neo) cells, 39C, ATPlite viability, 24 h; Potency, µM (series often up to 46.1 µM), for inactives: top-dose activity, negative = cell killing, actives largely listed as cytotoxic; actives 0.97% (n = 55,000); AID 904, 2007;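 note: potency is the fitted concentration of half-maximal effect; 0% = DMSO only and -100% = full killing by 100 µM tamoxifen; nearly all actives have a fitted effect of over 50% in size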
#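 ATP-luminescence viability readout (ATPlite, 20 min RT) after 24 hr compound treatment at 39C of H1299-neo or H1299-p53A138V cells; titration up to 46 uM; normalized to DMSO and 100 uM tamoxifen; Hill-fit AC50.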
# The depositor's hits bear a star; ? = inconclusive; . = not tested or not shown; [ ] = another dose, or the depositor's remark. Calls come from the whole dose curve; as a rule, active = well fitted curve in the direction sought with a large enough effect; inconclusive = small, poorly fitted or top-dose-only effect, or another doubt; inactive = no such curve, though single readings can be large; an effect the other way counts as inactive or inconclusive.
# A first look:
Structure,GALK inhibitor,PTAP-TSG101 blk,p53null 39C kill,NTMT1 inh,FH mod,p53null 32C kill,B2AR arrestin ag
CCCCc1nn2c(=O)cc(COC(=O)c3cccc(NC(=O)c4cccc(Cl)c4)c3)nc2s1,0%,2%,-2%,-23%,-9%,-1%,0%
COc1ccccc1CNS(=O)(=O)c1c(C)nc2scc(C)n2c1=O,2%,-5%,-19%,.,.,3%,1%
CC1=C(C(=O)Nc2ccccc2)C(CC(C)C)n2nc(SCc3ccccc3C)nc2N1 (configuration not stated),4%,-4%,9%,-1%,1%,1%,1%
Cc1cccc(Nc2nc(N)nc(N)c2S(=O)(=O)c2ccccc2)c1,6%,-5%,3%,-6%,-15%,33%[activator],-2%

# All compounds of this part (from the top)
Structure,GALK inhibitor,PTAP-TSG101 blk,p53null 39C kill,NTMT1 inh,FH mod,p53null 32C kill,B2AR arrestin ag
CCCCc1nn2c(=O)cc(COC(=O)c3cccc(NC(=O)c4cccc(Cl)c4)c3)nc2s1,0%,2%,-2%,-23%,-9%,-1%,0%
COc1ccccc1CNS(=O)(=O)c1c(C)nc2scc(C)n2c1=O,2%,-5%,-19%,.,.,3%,1%
CC1=C(C(=O)Nc2ccccc2)C(CC(C)C)n2nc(SCc3ccccc3C)nc2N1 (configuration not stated),4%,-4%,9%,-1%,1%,1%,1%
Cc1cccc(Nc2nc(N)nc(N)c2S(=O)(=O)c2ccccc2)c1,6%,-5%,3%,-6%,-15%,33%[activator],-2%
CC(C)CN(CCNC(=O)c1cn(C)c2ccc(S(=O)(=O)N3CCCC3)cc2c1=O)CC(C)C,0%,1%,9%,-2%,-23%,-1%,1%
COc1cc(-c2nnn(CC(=O)NCc3ccccc3)n2)cc(OC)c1OC,8%,-1%,6%,0%,-11%,-10%,-2%
COc1ccc(C)cc1NC(=O)CSc1ncc2c(n1)-c1ccc(Cl)cc1N(Cc1ccccc1)S2(=O)=O,1%,15%,-4%,11%,-25%,-2%,0%
CCN1CCN(c2ncc3c(n2)CCN(Cc2cc(F)cc(F)c2)C3)CC1,0%,-8%,8%,?,8%,10%,0%
Cc1cccc(N2CCN(CCCNc3ncnc4onc(-c5ccc(F)cc5)c34)CC2C)c1 (configuration not stated),-2%,-4%,2%,-13%,-9%,-8%,-1%
CCOc1ccc(C2=CC(c3cccc(Br)c3)n3c(nc4ccccc43)N2)cc1Cl (configuration not stated),2%,-3%,10%,41%[activator],-12%,-1%,3%
CCCCN(CC)CCNC(=O)CN1C(=O)COc2ccc(S(=O)(=O)N3CCCC3)cc21,9%,0%,-20%,-1%,-2%,-1%,0%
COc1ccc(N2CCN(CCCNC(=O)Nc3ccccc3)CC2)cc1,-6%,0%,11%,-17%,-9%,-2%,1%
CCOc1ccc2nc(N3CCC(C(=O)Nc4cc(C)ccc4C)CC3)sc2c1,6%,-4%,-13%,2%,4%,?,-2%
COc1ccc(C(=O)c2c(N)c(C(=O)Nc3cccc(OC)c3)c3ccccn23)cc1,-12%,0%,-6%,-8%,29%,-5%,-3%
COc1cc(C(CC(=O)Nc2ncccc2C)N2Cc3ccccc3C2=O)cc(OC)c1OC (configuration not stated),-3%,-3%,-4%,-27%,5%,-7%,-1%
Cc1ccc(C)c(NC2=C(c3ccc(C(F)(F)F)cc3)C(=O)c3ccccc32)c1,-9%,-1%,-17%,-4%,6%,-8%,-1%
Cc1ccc(-n2ccnc(NCCc3ccccc3)c2=O)cc1C,1%,4%,12%,19%,-15%,?,2%
Cc1ccc(OCC(=O)NCC2(N3CCOCC3)CCCCC2)cc1C,-5%,-7%,-15%,0%,3%,-15%,-4%
COc1ccc(C2CC(=O)Nc3c2c(C)nn3-c2nc(C)cc(C)n2)c(OC)c1OC (configuration not stated),1%,-1%,?,-3%,1%,-6%,-5%
CC(C)NC(=O)Cn1c(=O)nc(-c2ccccc2F)c2cc(Cl)ccc21,-3%,-7%,-19%,9%,2%,-10%,1%
Cc1cccc(Oc2nc3c(C)cccn3c(=O)c2/C=C(\C#N)c2nc3ccccc3s2)c1,3%,-11%,-15%,?,?,-4%,-1%
O=C(CSc1nc2c([nH]c3ccccc32)c(=O)n1-c1ccc(Cl)cc1)N1CCc2ccccc21,0%,-3%,6%,1%,8%,?,0%
CCCSc1ncc(Cl)c(C(=O)Nc2sc3c(c2C(=O)NCCOC)CCCC3)n1,1%,15%,-4%,6%,2%,-1%,7%
O=C(Nc1ccc(F)cc1)c1cccn1-c1nnc(N2CCCCC2)s1,1%,1%,-24%,-6%,-6%,-18%,2%
CCCCCNC(=O)CCn1c(=O)[nH]c2ccccc2c1=O,-2%,-6%,22%,20%,5%,5%,-3%
COc1cccc(NC(=O)Cn2c(=O)n(CCc3ccccc3)c(=O)c3c4c(sc32)CN(C(C)=O)CC4)c1,0%,1%,-5%,8%,-16%,9%,0%
Cc1ccc2ncc(C(=O)NC(C)c3ccccc3)c(=O)n2c1 (configuration not stated),1%,-3%,-17%,-3%,5%,-2%,1%
CCCNC(=O)Cn1ncc2c3ccccc3n(CCC)c2c1=O,0%,1%,-5%,?,-13%,-3%,-1%
O=C(NCCCN1CCN(c2ccccc2)CC1)c1nnc(Cc2c(F)cccc2Cl)o1,3%,5%,-17%,7%,-20%,6%,0%
O=C(NC1CC1)c1ccc(Cn2c(SCc3ccccc3F)nc3cccnc32)cc1,1%,3%,13µM*,?,-18%,?,-1%
CCOC(=O)N1CCN(c2ncc3c(n2)CC(c2ccc(Cl)cc2)CC3=O)CC1 (configuration not stated),9%,2%,12%,-2%,?,5%,-1%
COc1cccc(NC(=O)CSc2nccn2Cc2ccc3c(c2)OCO3)c1,-1%,-9%,-10%,-4%,-8%,-6%,-1%

# 4 records picked at random from those above:
Structure,GALK inhibitor,PTAP-TSG101 blk,p53null 39C kill,NTMT1 inh,FH mod,p53null 32C kill,B2AR arrestin ag
COc1cccc(NC(=O)CSc2nccn2Cc2ccc3c(c2)OCO3)c1,-1%,-9%,-10%,-4%,-8%,-6%,-1%
O=C(NCCCN1CCN(c2ccccc2)CC1)c1nnc(Cc2c(F)cccc2Cl)o1,3%,5%,-17%,7%,-20%,6%,0%
COc1cccc(NC(=O)Cn2c(=O)n(CCc3ccccc3)c(=O)c3c4c(sc32)CN(C(C)=O)CC4)c1,0%,1%,-5%,8%,-16%,9%,0%
Cc1ccc2ncc(C(=O)NC(C)c3ccccc3)c(=O)n2c1 (configuration not stated),1%,-3%,-17%,-3%,5%,-2%,1%

# The listing continues.
Structure,GALK inhibitor,PTAP-TSG101 blk,p53null 39C kill,NTMT1 inh,FH mod,p53null 32C kill,B2AR arrestin ag
CCOc1ccc(OCC)c(NC(=O)C2CCCN(S(=O)(=O)c3ccc(C)cc3)C2)c1 (configuration not stated),4%,-1%,-14%,-13%,-12%,-3%,0%
Cc1ccc(Cn2ccnc2SCC(=O)NCc2ccccc2Cl)cc1,-2%,-1%,6%,-3%,-13%,7%,1%
Cc1c(CCC(=O)N2CCCCC2)c(=O)oc2cc3occ(C(C)(C)C)c3cc12,2%,-7%,4%,?,-26%,-10%,-2%
Cc1ccc(NS(=O)(=O)c2c(C)nc3sc(C)cn3c2=O)c(C)c1,0%,-9%,-24%,?,-2%,-12%,0%
CN(C(=O)CSc1nnc(-c2ccc([N+](=O)[O-])cc2)o1)c1ccccc1,3%,2%,-11%,-1%,-2%,-5%,-4%
CCOC(=O)c1c(C)sc(-c2c(-c3ccc4c(c3)OCCO4)[nH]c3c2c(=O)[nH]c(=O)n3C)c1O,-8%,23%,1%,-1%,-7%,22%,?
COc1cc(N2C(=O)CSC23C(=O)N(Cc2ccc(C)cc2)c2ccccc23)cc(OC)c1OC (configuration not stated),2%,1%,3%,?,-13%,6%,1%
CCOc1ccc(CCNC(=O)c2nnc(Cc3cc(OC)c(OC)c(OC)c3)o2)cc1OCC,1%,1%,-14%,4%,2%,4%,1%
CC(C)c1ccc(NC(=O)CN2C(=O)COc3ccc(S(=O)(=O)N4CCCCCC4)cc32)cc1,4%,2%,-3%,-2%,-13%,-10%,3%
COc1ccc(NC(=O)CSc2nc3nc(C)cc(C)n3n2)cc1OC,2%,-5%,19%,-12%,-11%,-10%,2%
CN(C)c1ccc(CNS(=O)(=O)c2ccc(-c3cc(C(F)(F)F)on3)s2)cc1,0%,-5%,5%,-2%,-4%,-5%,0%
O=c1[nH]c2ccc(NCc3ccc(-c4cccc(Cl)c4)o3)cc2[nH]1,2%,-3%,-13%,5%,-23%,-5%,-4%
Cc1c(Cl)cccc1NC(=O)c1ccc2nc(C(C)C)oc2c1,-5%,-6%,-17%,4%,-3%,8%,1%
COc1ccc(NC(=O)C2CCN(c3nc(-c4ccc(OC)c(OC)c4)no3)CC2)cc1Cl,-2%,1%,-10%,?,-6%,3%,-1%
Cc1nc(N2CCCC2)c2c(C(=O)N3CCN(c4cc(Cl)ccc4C)CC3)c(C)oc2n1,1%,-3%,32%[activator],?,-17%,41%[activator],0%
Cc1oc2ncn(C)c(=O)c2c1C(=O)NCCCN(Cc1ccccc1)C(C)C,2%,-8%,-6%,6%,-13%,-6%,0%
CCN(Cc1ccccc1)C(=O)c1nn(-c2ccc(OC)cc2)c(=O)c2c1c1ccccc1n2C,-1%,-5%,4%,7%,-22%,30%,0%
CSC1=NC2(CCN(C(=O)NC3CCCCC3)CC2)N=C1c1ccc(C)cc1,?,-3%,2%,17%,11%,0%,0%
Cc1cc(C)nc(NS(=O)(=O)c2ccc(NC(=O)c3cc(=O)c4ccc(C)c(C)c4o3)cc2)n1,1%,-1%,9%,?,-16%,16%,0%
CCCc1ccc(S(=O)(=O)N2CCC(Oc3ccc(-n4cnnn4)cc3)CC2)cc1,2%,0%,25%,-5%,-29%,31%[activator],-2%
N#CC1=C(N)N(c2cccc(Cl)c2)C2=C(C(=O)CCC2)C1c1cc(CN2CCOCC2)cs1 (configuration not stated),2%,-8%,28%,-10%,-3%,-12%[9.22 µM],-1%

# Only part of the results is shown; rates above refer to the full screens.
